RMI FANCM FP: inhibitors of human RMI core complex binding to FANCM MM2; Fluorescence polarization, RMI core complex with F-MM2 peptide; stronger effect = lower value; FP signal (polarization) at 33 µM; 70,000 tested, 0.58% active; AID 1159607; in the data active = FP signal below about 40; note: inactives centre near 61; strong numbers were not always called active; unit not given here
Numbers without * were called inactive; & = joins results of further samples.

SMILES	RMI FANCM FP
Cc1ccc2[nH]c3c(=O)n(CC(=O)N4CCN(Cc5ccccc5)CC4)cnc3c2c1	78
Cc1ccc(N2CCCS2(=O)=O)cc1NC(=O)C(=O)NC1CC1	66
COc1cc(C(=O)Nc2ccc3c(c2)N(C)C(=O)C(C)(C)CO3)cc(OC)c1OC	70
[O-]/[N+](=C\c1ccncc1)c1ccc(Cl)cc1	57
COC(=O)c1c(NC(=O)/C(C#N)=C/c2ccc(O)c(OC)c2)sc(C)c1C	198
O=C(CSc1nnnn1-c1ccccc1)NCCc1ccc2c(c1)OCCO2	59
O=S(=O)(CCc1ccccc1)NCC(c1ccsc1)N1CCc2ccccc2C1 (configuration not stated)	121
Cn1nc(C(=O)NCc2cccs2)ccc1=O	59
CS(=O)(=O)c1cccc(C(=O)N(CCn2cccn2)c2nc3c(F)cccc3s2)c1	59
CCn1cc(NC(=O)NCc2ccc3[nH]c(C)cc3c2)c2ccccc21	60
CSc1nc(C(C)(C)C)cc(C(F)(F)F)c1C#N	67
Cc1ccc2c(CC(=O)NCc3ccco3)cc(=O)oc2c1	65
CC(=O)Nc1ccc(SCCCC(=O)NCC2CCCO2)nn1 (configuration not stated)	63
CC(=O)c1c(C)nn(CCC(=O)O)c1C	67
CCOC(=O)N1CCN(C(=O)Cc2cc(=O)oc3cc(C)ccc23)CC1	66
CC(=O)c1ccc(OC(=O)c2cc(-c3ccccc3)nc3ccccc23)cc1	61
CC(C)c1cc(=O)n2c(n1)SCC2CC(=O)NCCCc1ccccc1 (configuration not stated)	67
O=C(COc1ccc(Cl)cc1)Nc1ccc2c(c1)CN(C(=O)C1CC1)CC2	84
CS(=O)(=O)Nc1ccc(/C(N)=N\OC(=O)c2cccs2)cc1	60
CCOC(=O)c1c(NC(=S)Nc2c(C)n(C)n(-c3ccccc3)c2=O)sc2c1CCCC2	58
COc1ccc(-c2csc(/C(C#N)=C/c3ccccc3C(F)(F)F)n2)cc1OC	62
CCOc1ccc(S(=O)(=O)N2CCN(c3ccc(-c4cccnc4)nn3)CC2)cc1	81
CC(=O)Nc1onc2c1CCC2	54
CCOC(=O)N1CCN(C(=O)Cc2csc(Nc3ccc(F)cc3)n2)CC1	64
COc1ccc(S(=O)(=O)N2CCCCC2CC(=O)NCCc2ccc(Cl)cc2)cc1 (configuration not stated)	56
Cc1ccc(CNC(=O)CSc2nnc(-c3ccncc3)o2)cc1	56
CCCCCCCCCCCC1=NCCN1CCO	63
O=C(Nc1ccc(Cl)cc1)Nc1nc(-c2ccccc2)cs1	60
NC(=O)c1sccc1Br	46
COc1cc2c(cc1OC)C(COc1cccc(C(F)(F)F)c1)N(C(=O)c1ccc(S(=O)(=O)N3CCCCC3)cc1)CC2 (configuration not stated)	78
CC(C)NC(=O)Oc1ccccc1	47
CCOc1ccc2nc(NC(=O)Cc3c(C)nc(SC(C)c4ccccc4)[nH]c3=O)sc2c1 (configuration not stated)	103
CC(C)c1ccc(CC(=O)N2CCNC(=O)C2(C)C)cc1	59
CCN1CCN(C(=O)N[C@@H](C(=O)N[C@@H]2C(=O)N3[C@@H]2SC(C)(C)[C@@H]3C(=O)O)c2ccccc2)C(=O)C1=O	49&60
COc1ccc(Cc2nnc(C3CCN(C(C)=O)CC3)s2)cc1	61
CCOC(=O)N1CCN(C(=O)NC2CC(=O)N(c3ccc(OC)c(OC)c3)C2)CC1 (configuration not stated)	54
O=C(OCCc1csc2ccccc12)c1ccc(C(F)(F)F)cc1	53
O=C(c1cccs1)N1CCCc2ccc(NS(=O)(=O)c3cccc(F)c3)cc21	58
COc1ccc2c(c1)CCC(C(C)=O)C2=O (configuration not stated)	53
c1ccc(OCCCCSc2nc3ccccc3[nH]2)cc1	55
CCc1nnc(C2CCN(C(=O)c3cccc(C)c3)CC2)s1	61
O=[N+]([O-])c1ccc2c(c1)CCN2C(=S)Nc1ccccc1Cl	64
COc1cccc(OC)c1C(=O)Nc1ccc(-n2c(C)nc3ncccc3c2=O)cc1	53
CC(C)C(=O)Nc1ccc(C(=O)NCCNS(C)(=O)=O)cc1	62
C[N+]1(C)C2CC[C@H]1CC(OC(=O)C(O)c1ccccc1)C2 (some centres not stated)	64
CCOC(=O)c1c(NC(=O)CN2C(=O)/C(=C/c3ccccc3Cl)SC2=S)sc(C)c1C	62
COc1ccccc1C(=O)Nc1c(C)nc2sc(C)c(C)n2c1=O	65
CC(=O)[C@H]1CCC2C3CCC4=CC(=O)CC[C@]4(C)C3CC[C@@]21C (some centres not stated)	63
O=C(CCc1ccc(O)cc1)N/N=C\c1cc(Cl)cc(Cl)c1O	37*
O=c1ccc(-c2cccs2)nn1Cc1ccncc1	54
CCOC(=O)CSc1nnc(NC(=O)c2cccc([N+](=O)[O-])c2)s1	53
CCOC(=O)/C(=N/OC)c1csc(NC(=O)c2nn(-c3ccccc3)nc2C)n1	48
Cc1ccc(S(=O)(=O)c2nnn3c2nc(N2CCN(C(=O)c4ccco4)CC2)c2cc(Cl)ccc23)cc1C	69
CCOC(=O)c1cnn(C)c1NS(=O)(=O)c1ccc(Cl)cc1	46
Cc1nc(C)n(CCC(=O)Nc2ccc(Br)cc2)n1	59
C=CCc1cccc(/C=N\NC(=O)Cc2nc3ccccc3[nH]2)c1O	73
CSC(=NC#N)N1CCC(C(=O)c2ccccc2)CC1	56
CSc1cccc2sc(NC(=O)c3ccccc3NS(=O)(=O)c3ccc(C)cc3)nc12	55
O=C(CSc1nnc2ccc(-c3ccccn3)nn12)NCc1ccc(Cl)cc1	66
CC(=O)N(C)Cc1nc2ccccc2n1CC(=O)N(CC(C)C)CC(C)C	58

(list continues)
SMILES	RMI FANCM FP
O=C(CSc1nc2sc3c(c2c(=O)n1-c1ccc(Cl)cn1)CCCC3)c1ccc2c(c1)OCCO2	56
N#CC(=S)CC(=O)c1ccc(Cl)cc1	59
Cc1ccc(/C=N/NC(=O)CNC(=O)C23CC4CC(CC(C4)C2)C3)o1	60
O=c1[nH]c(-c2ccc(Cl)cc2)nc2c1CSC2	56
O=C(Nc1ncc(Cc2ccccc2Cl)s1)c1cc2ccccc2o1	59
CCS(=O)(=O)N1CCc2ccc(NC(=O)Cc3cccs3)cc2C1	62
COc1ccc(OC)c2sc(N(Cc3ccccn3)C(=O)Cc3ccc(F)cc3)nc12	55
COc1ccccc1NC(=O)CCn1c(=S)[nH]c2ccccc2c1=O	58
Cc1cc(NC(=O)c2cccs2)n(-c2nc3c(cnn3-c3cccc(Cl)c3)c(=O)[nH]2)n1	64
Cc1ccc(/C=C(\C#N)c2cccs2)cc1	62
CCC(=O)N1CCCc2ccc(NS(=O)(=O)CCc3ccc(OC)cc3)cc21	71
COc1cccc(C(=O)NCCS(=O)(=O)N(C)C2CCCCC2)c1	56
COC(=O)c1ccc2nsnc2c1	61
CCSc1ccccc1C(=O)Nc1nc2c(Br)cccc2s1	55
CC(C)CS(=O)(=O)Nc1ccc2c(c1)N(C(=O)c1ccccc1)CCC2	65
COC(=O)CC(C(=O)Nc1ccc(C)cc1Br)N1CCN(C)CC1 (configuration not stated)	63
CCn1nc(C)cc1C(=O)Nc1nc2c(F)cccc2s1	67
O=C1Nc2ccccc2C1=Nc1ccc(Cc2ccc(N=C3C(=O)Nc4ccccc43)cc2)cc1	55
C[C@]12CCC(=O)C=C1CCC1C2C(=O)C[C@@]2(C)C1CC[C@]2(O)C(=O)CO (some centres not stated)	-7*
Cn1nc(C2CC2)cc1NC(=O)Nc1ccc(OC(F)(F)F)cc1	54
Cc1ccc(-c2nn(-c3ccccc3)cc2/C=C2/NC(=S)N(c3ccccc3)C2=O)o1	36
Cc1cc(C)c(C)c(S(=O)(=O)N2CCN(c3ncnc4sc5c(c34)CCCC5)CC2)c1C	59
COCCNC(=O)Cc1csc(Nc2cccc(C(F)(F)F)c2)n1	47
O=C(NC(=S)NC1CCS(=O)(=O)C1)c1ccc(Cl)cc1Cl (configuration not stated)	58
COc1cccc2cc(C(=O)Oc3ccc(Cl)c4ncccc34)c(=O)oc12	61
CSc1nnc(CNC(=O)c2cccc3ccccc23)n1-c1cccc(Cl)c1	61
COc1cccc(C(=O)Nc2ccc3c(c2)N(C)C(=O)C(C)(C)CO3)c1OC	67
CNc1nn(CC(=O)Nc2ccc(Cl)cc2)c(N)c1-c1nc(-c2ccc(C)cc2)no1	70
O=C(CCc1csc(NS(=O)(=O)c2ccccc2)n1)NC1CCCCC1	61
CNC(=O)Sc1c(-c2ccc(Cl)cc2)nn(C(=O)NC)c1SC	55
O=C(CSc1ccc(NC(=O)c2ccco2)nn1)NCc1cccs1	66
CC(C)N1CCC(CNC(=O)Cc2cccc3ccccc23)CC1	75
O=C(Nc1ccccc1)Nc1nc2ccccc2s1	47
CCOc1ccc(NC(=O)C(=O)c2c(C)[nH]c3ccccc23)cc1	58
CC1CCCCN1Cc1nc2c([nH]1)c(=O)n(C)c(=O)n2C (configuration not stated)	58
O=[N+]([O-])c1cnc(Cl)nc1NC1CCCC1	56
CC(C)(C)c1cc2nc(C(F)(F)F)cc(NNC(=O)c3ccccc3)n2n1	60
O=C(Nc1ccc(SCC(=O)N2CCCc3ccccc32)nn1)c1cccs1	71
O=C(CC1CCCC1)Nc1nc(CSCc2ccc(F)cc2)cs1	60
O=C(NCc1ccccc1)c1sc2ccccc2c1Cl	66

Part of the list above in order of SMILES length, descending:
SMILES	RMI FANCM FP
Cc1ccc(-c2nn(-c3ccccc3)cc2/C=C2/NC(=S)N(c3ccccc3)C2=O)o1	36
O=C(Nc1ccc(SCC(=O)N2CCCc3ccccc32)nn1)c1cccs1	71
CCOc1ccc(NC(=O)C(=O)c2c(C)[nH]c3ccccc23)cc1	58

Later entries.
SMILES	RMI FANCM FP
CCOc1ccc(OCCNC(=O)c2cccs2)cc1	60
O=C1c2ccccc2S(=O)(=O)N1Cc1ccc(-c2csnn2)cc1	50
C#CCn1c(=NC(=O)c2ccccc2Cl)sc2ccccc21	61
COc1ccc(-c2nc(Nc3ccc(C)c(C)c3)c3ccccc3n2)cc1OC	64
COc1ccc(CCC(=O)NC2CC(=O)N(c3ccc(Cl)cc3)C2)cc1 (configuration not stated)	52
CC(=O)c1cccc(NC(=O)Cn2cccc(-c3nc(-c4ccc(Cl)cc4)no3)c2=O)c1	59&93
COc1ccc(CCNC(=O)C(=O)Nc2ccc(F)c(Cl)c2)cc1OC	54
O=[N+]([O-])c1cccnc1Oc1ccc(-c2nnco2)cc1	62
Cc1c(C(=O)O)nnn1-c1ccccc1Oc1ccc(Cl)cc1Cl	57
O=C(c1ccc(F)cc1)N1C=CC(C(F)(F)F)=NCC1	53
Cc1ccc(-c2csc3ncn(/N=C\N(C)C)c(=O)c23)o1	72
Cc1nc2ccccc2n1C(=O)/C=C\C(=O)O	61
CC(=O)c1cccc(NC(=O)Cc2cc(=O)[nH]c(SCc3ccccc3)n2)c1	62
COc1ccc2nc(-c3ccc(OC)c(NC(=O)C(C)Oc4ccccc4F)c3)cn2n1 (configuration not stated)	72
COc1ccc(-c2ccnc(-c3ccncc3)n2)cc1	56
COc1ccc(C2(C)NC(=O)N(CC(=O)Nc3ccccc3F)C2=O)cc1 (configuration not stated)	42
FC(F)(F)c1ccc2[nH]c(=S)[nH]c2c1	54
CCOc1ccc(NC(=O)CSc2nnc3ccc4ccccc4n23)cc1	93
O=C1/C(=C\c2ccccn2)SC(=S)N1Nc1ccc([N+](=O)[O-])cc1[N+](=O)[O-]	61
COc1cc(/C(Cc2nc3ccccc3[nH]2)=N/Nc2ccccc2)cc(OC)c1OC	61

Rewritten with values ahead of the structure: 6 of the compounds above
RMI FANCM FP | SMILES
56 | COc1ccc(-c2ccnc(-c3ccncc3)n2)cc1
42 | COc1ccc(C2(C)NC(=O)N(CC(=O)Nc3ccccc3F)C2=O)cc1 (configuration not stated)
54 | FC(F)(F)c1ccc2[nH]c(=S)[nH]c2c1
93 | CCOc1ccc(NC(=O)CSc2nnc3ccc4ccccc4n23)cc1
61 | O=C1/C(=C\c2ccccn2)SC(=S)N1Nc1ccc([N+](=O)[O-])cc1[N+](=O)[O-]
61 | COc1cc(/C(Cc2nc3ccccc3[nH]2)=N/Nc2ccccc2)cc(OC)c1OC

Continued.
SMILES	RMI FANCM FP
NCc1c(Cl)cc(C(F)(F)F)cc1Cl	57
CC(C)N1CCc2c(sc(NC(=O)c3ccnn3C)c2-c2nc3ccccc3s2)C1	-7*
O=C(NCCCS(=O)(=O)N1CCN(c2ccccn2)CC1)c1cccs1	60
CCOC(=O)c1c(NC(=O)CCSc2nnc3scc(-c4ccc(Cl)cc4)n23)sc2c1CCCCC2	74
C/C(=N/NC(=O)c1cc(-c2ccc(Cl)s2)[nH]n1)c1ccco1	59
O=C(c1ccno1)N(CCCN1CCOCC1)c1nc2c(Cl)cccc2s1	67
Cc1nnc2ccc(OCCNS(=O)(=O)c3cccc(C(F)(F)F)c3)nn12	68
O=C(Nc1cccc(Cl)c1)c1cc([N+](=O)[O-])cc([N+](=O)[O-])c1	61
Cc1ccc(S(=O)(=O)NC(=O)NCCSCc2ccco2)cc1	59
CCCCOc1ccc(C(=O)NCCN2CCn3cc(OC)c(=O)cc3C2=O)cc1	64
COc1ccc(NC(=O)C(=O)NCCN2CCN(c3ccccc3F)CC2)cc1OC	63
Cc1ccc(N(C(=O)c2ccc(Br)o2)C(=O)N2CCCCC2)cc1	55
N#Cc1c(N)nc2c(c1-c1ccccc1Cl)CN(Cc1ccccc1)CC2	80
CC1CCCC1OCC(O)CN(CCO)CCO (configuration not stated)	64
CCOC(=O)Nc1cccc(N2CCCCC2=O)c1	64
CC(C)C(=O)N1CCc2ccc(NC(=O)c3cccs3)cc2C1	68

Bioassay records from PubChem BioAssay.

A portion of the library. The share of hits here may be higher or lower than overall.
